Y pestis TopoI: Yersinia pestis topoisomerase I inhibitors, primary screen, biochemical, cleavage product accumulation, plate reader, single point; AID 504884, 2011; 360,000 tested, 0.064% active; activity, % at 10 µM; DNA topoisomerase I (Yersinia pestis CO92); Y. pestis Topo-I cleavage product accumulation; in the data active = activity above about 50%, passing the limit was not always enough; also: inactives centre near 2
GDH-TPI counter: GDH-TPI coupling enzyme inhibitors, primary screen, artefact control for M. tuberculosis FBA inhibitor project, biochemical, absorbance, full deck; GDH-TPI coupled enzyme counterscreen, NADH absorbance; inhibition, % at 4.8 µM; 360,000 tested, 1.2% active; in the data active = inhibition above about 30%;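 also: 0% = DMSO wells and 100% = wells lacking the enzyme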
BioA inh: M. tuberculosis BioA enzyme inhibitors, primary screen, biochemical, plate reader, single point, HTS; inhibition, % at 9.99 µM; 360,000 tested, 0.096% active; AID 602481, 2012; purified M. tuberculosis BioA enzyme; 7,8-diaminopelargonic acid synthase BioA (Mycobacterium tuberculosis); in the data active = inhibition above about 40%
PfHsp40 rescue: rescue of yeast from PfHsp40 toxicity, primary screen, S. cerevisiae, ATP luminescence; S. cerevisiae expressing PfHsp40, growth rescue; growth rescue, % at 12.5 µM; 340,000 tested, 0.68% active; AID 504582, 2011; in the data active = growth rescue above about 28%, passing the limit was not always enough;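 also: yeast W303a lacking pdr1 and pdr3 grown in galactose medium; growth measured after three days at 30 °C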
TcdB inh: TcdB glycohydrolase inhibitors, primary screen, biochemical, single point, plate reader; Toxin B (Clostridioides difficile), P18177; TcdB glycohydrolase enzymatic assay; inhibition, % at 9.99 µM; 350,000 tested, 0.24% active; in the data active = inhibition above about 10%
BH1578 lux ind: inducers of Vibrio cholerae quorum light production without autoinducers, primary screen, BH1578 luxS cqsA deficient, single point | activation, % at 18.7 µM | V. cholerae BH1578 lux reporter, luminescence, 6 h | AID 588436, 2011 | 350,000 tested, 0.16% active; in the data active = activation mostly above about 9.7%, no sharp cut-off; also: not every result past the cut was called active; inactives centre near 0; reference of the scale not given here
Mtb UGM inh: M. tuberculosis UGM enzyme inhibitors, primary screen, biochemical, fluorescence polarization, single point | inhibition, % at 10 µM | purified UGM, fluorescence polarization probe displacement | 320,000 tested, 0.06% active; in the data active = inhibition above about 10%, passing the limit was not always enough
Target sequence (P9WIQ1 whole entry, looked up): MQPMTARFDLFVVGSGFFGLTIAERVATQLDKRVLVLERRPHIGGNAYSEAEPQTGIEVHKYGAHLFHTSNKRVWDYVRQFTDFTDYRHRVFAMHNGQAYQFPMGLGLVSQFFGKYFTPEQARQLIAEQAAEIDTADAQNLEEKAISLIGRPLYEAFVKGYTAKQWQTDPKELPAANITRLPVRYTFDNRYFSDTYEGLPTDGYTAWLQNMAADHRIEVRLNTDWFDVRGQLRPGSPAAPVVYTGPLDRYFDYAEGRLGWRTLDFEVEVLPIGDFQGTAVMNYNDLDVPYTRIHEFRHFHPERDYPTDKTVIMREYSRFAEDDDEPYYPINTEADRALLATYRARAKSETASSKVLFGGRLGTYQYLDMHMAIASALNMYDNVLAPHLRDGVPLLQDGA
Mtb FBA inh: Mtb FBA enzyme inhibitors, primary screen, biochemical, fluorescence, strain H37Rv. 360,000 tested, 2.3% active. AID 588726, 2011. Fructose-bisphosphate aldolase (Mycobacterium tuberculosis (strain ATCC 25618 / H37Rv)), …. inhibition, % at 1 µM. purified M. tuberculosis FBA, fluorescence read-out; in the data active = inhibition above about 27%;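 also: 0% = vehicle and 100% = reference inhibitor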
Target sequence (P9WQA3 whole entry, looked up): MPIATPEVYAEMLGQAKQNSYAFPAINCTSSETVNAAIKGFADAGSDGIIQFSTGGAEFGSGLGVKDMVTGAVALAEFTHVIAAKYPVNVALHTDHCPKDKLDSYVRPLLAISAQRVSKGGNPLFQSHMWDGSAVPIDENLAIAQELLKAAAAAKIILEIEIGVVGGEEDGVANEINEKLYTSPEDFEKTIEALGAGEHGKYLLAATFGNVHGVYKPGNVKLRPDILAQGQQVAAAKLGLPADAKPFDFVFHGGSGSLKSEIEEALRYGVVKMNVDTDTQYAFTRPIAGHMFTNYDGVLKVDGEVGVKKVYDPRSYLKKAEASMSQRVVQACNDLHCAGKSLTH
FadD28 binding: inhibitors of FadD28 bisubstrate probe binding, primary screen, biochemical, fluorescence polarization, single point | inhibition, % at 12.5 µM | 360,000 tested, 0.22% active | AID 588549, 2011; in the data active = inhibition above about 8.5%, passing the limit was not always enough
An asterisk follows results filed as active; i = inactive; nt = not tested or not shown; & = joins results of further samples.

SMILES	Y pestis TopoI	GDH-TPI counter	BioA inh	PfHsp40 rescue	TcdB inh	BH1578 lux ind	Mtb UGM inh	Mtb FBA inh	FadD28 binding
O=C(COc1ccc(Cl)cc1Cl)NN1C(=O)/C(=C\c2ccc(Cl)cc2)SC1=S	-3.5	4.5	nt	0.0	-2.1	-0.3	2.5	7.0	1.3
CCOC(=O)c1oc2cc(O)ccc2c(=O)c1-c1ccccc1OC	-5.2	9.4	nt	-0.8	nt	-0.5	-0.6	-0.8	0.0
Cn1ncc([N+](=O)[O-])c1C(=O)N/N=C/c1c[nH]c2ccccc12	-3.2	26.4	nt	-0.5	2.2	-0.6	2.2	-1.3	0.9
COc1ccc(Cl)cc1C(=O)NCc1ccc2c(c1)OCO2	-2.2	5.7	2.5	-1.6	0.5	-0.8	2.2	2.6	-1.5
CCC(=O)Nc1ccc(OCC2CCCO2)cc1 (centres undefined)	4.1	-5.6	-1.0	-1.2	0.6	0.5	-0.8	-0.1	-0.3
CCCCc1ccc(NC(=O)CSC2=C(C#N)C(c3ccco3)C3=C(CCCC3=O)N2)cc1 (centres undefined)	25.0	5.3	0.9	2.0	nt	-0.3	-0.2	2.3	0.0
O=C(NCc1ccccc1Cl)c1csc2c1CCCCC2	1.9	-9.9	-0.7	-1.4	nt	3.2	-0.5	-4.9	-5.1
COCCNC(=O)CSc1nnc(CCCN2C(=O)c3cccc4cccc(c34)C2=O)n1-c1ccccc1	19.2	14.0	nt	0.2	nt	-0.7	-0.7	12.9	-0.8
COc1cccc(NC(=O)CSc2nnc(Cc3cccn3C)n2-c2ccc(F)cc2)c1	-6.4	-6.9	-2.3	-0.9	-0.3	-0.4	1.5	6.0	-1.1
Cc1ccccc1NC(=O)C(c1ccccc1)C1CCCC1 (centres undefined)	-4.8	2.5	nt	0.1	0.3	-0.4	1.2	-0.8	2.0

Overlap with the part before: 5 entries; new compounds follow.
SMILES	Y pestis TopoI	GDH-TPI counter	BioA inh	PfHsp40 rescue	TcdB inh	BH1578 lux ind	Mtb UGM inh	Mtb FBA inh	FadD28 binding
CCCCc1ccc(NC(=O)CSC2=C(C#N)C(c3ccco3)C3=C(CCCC3=O)N2)cc1 (centres undefined)	25.0	5.3	0.9	2.0	nt	-0.3	-0.2	2.3	0.0
O=C(NCc1ccccc1Cl)c1csc2c1CCCCC2	1.9	-9.9	-0.7	-1.4	nt	3.2	-0.5	-4.9	-5.1
COCCNC(=O)CSc1nnc(CCCN2C(=O)c3cccc4cccc(c34)C2=O)n1-c1ccccc1	19.2	14.0	nt	0.2	nt	-0.7	-0.7	12.9	-0.8
COc1cccc(NC(=O)CSc2nnc(Cc3cccn3C)n2-c2ccc(F)cc2)c1	-6.4	-6.9	-2.3	-0.9	-0.3	-0.4	1.5	6.0	-1.1
Cc1ccccc1NC(=O)C(c1ccccc1)C1CCCC1 (centres undefined)	-4.8	2.5	nt	0.1	0.3	-0.4	1.2	-0.8	2.0
O=C(c1ccc(S(=O)(=O)N2CCCC2)cc1)N(c1ccc(F)cc1)C1C=CS(=O)(=O)C1 (centres undefined)	4.5	3.9	3.0	0.3	-0.5	i	0.6	0.3	-3.2
CC(=O)Nc1ccc(NC(=O)C(C)OC(=O)c2cccc(S(=O)(=O)N3CCCC3)c2)cc1 (centres undefined)	2.3	4.5	0.7	-0.4	-0.3	-1.0	3.7	0.6	-1.6
CN1CCN(c2ccc(CNC[C@H]3O[C@@H](n4cnc5c(=O)[nH]c(N)nc54)[C@H](O)[C@@H]3O)c(F)c2)CC1	nt	nt	-0.8	nt	-1.2	nt	nt	-2.0	-1.6
CSc1cccc(NC(=S)N(CCN(C)C)C(C)c2ccccn2)c1 (centres undefined)	10.1	1.4	2.5	-1.4	0.0	0.5	-0.9	2.5	-0.1
CCn1c2ccccc2c2nnc(SCC(=O)N(C)C3CCS(=O)(=O)C3)nc21 (centres undefined)	-0.4	3.7	nt	0.1	nt	-0.5	-1.2	-1.7	-0.4
COc1ccc(C(=O)OCc2c(-c3cccc(OC)c3)ncc3ccccc23)cc1	4.9	-6.0	0.0	1.3	-0.4	i	0.9	-0.5	-2.1
CCOP(=O)(OCC)C(O)c1ccc(OC)cc1OC (centres undefined)	-4.3	2.6	-1.8	0.0	nt	-0.1	-2.0	-0.9	-6.0
C[C@@H]1CCCCO[C@@H](CN(C)C(=O)Nc2ccc3c(c2)OCO3)[C@@H](C)CN([C@H](C)CO)C(=O)c2cc(N(C)C)ccc2O1	29.4	3.1	0.0&-0.4&-1.2	nt	-15.4&-20.0&-14.9	2.3	nt	-0.3	-1.0
CCOC(=O)c1cnc2nc(NCc3ccc(OCc4ccccc4)cc3)[nH]n2c1=O	1.8	15.5	-1.2	0.4	nt	-0.5	4.3	2.5	-0.6
COc1cc(CSc2nnnn2-c2ccc(C)cc2)cc(OC)c1OC	24.4	-2.5	1.9	0.1	nt	i	-3.0	1.1	-0.3

Entries above with fluorine (3):
SMILES	Y pestis TopoI	GDH-TPI counter	BioA inh	PfHsp40 rescue	TcdB inh	BH1578 lux ind	Mtb UGM inh	Mtb FBA inh	FadD28 binding
COc1cccc(NC(=O)CSc2nnc(Cc3cccn3C)n2-c2ccc(F)cc2)c1	-6.4	-6.9	-2.3	-0.9	-0.3	-0.4	1.5	6.0	-1.1
O=C(c1ccc(S(=O)(=O)N2CCCC2)cc1)N(c1ccc(F)cc1)C1C=CS(=O)(=O)C1 (centres undefined)	4.5	3.9	3.0	0.3	-0.5	i	0.6	0.3	-3.2
CN1CCN(c2ccc(CNC[C@H]3O[C@@H](n4cnc5c(=O)[nH]c(N)nc54)[C@H](O)[C@@H]3O)c(F)c2)CC1	nt	nt	-0.8	nt	-1.2	nt	nt	-2.0	-1.6

Other structures.
SMILES	Y pestis TopoI	GDH-TPI counter	BioA inh	PfHsp40 rescue	TcdB inh	BH1578 lux ind	Mtb UGM inh	Mtb FBA inh	FadD28 binding
COC(=O)[C@]1(Cc2ccccc2)N[C@H](CN(C)C(=O)Nc2ccc(F)cc2)[C@@H]2C(=O)N(Cc3ccccc3)C(=O)[C@@H]21	15.2	6.2	0.4	0.8	1.3	i	-2.4	-1.1	-0.9
Cc1cc(C)c(S(=O)(=O)c2cc(F)ccc2C)c(=O)[nH]1	1.5	10.3	-2.3	2.5	0.4	-0.1	1.6	-0.2	-1.6
CCc1ccccc1NC(=O)c1ccc(CN2CCC(Cc3ccccc3)CC2)cc1	27.2	-10.0	0.2	0.4	nt	nt	0.3	-1.4	-3.9
COc1ccc(N(CC(O)Cn2c(C)nc3ccccc32)S(=O)(=O)c2ccccc2)cc1 (centres undefined)	-3.0	1.5	nt	-0.6	nt	-3.6	0.3	-1.4	0.5
COc1ccc(NC(=O)C2CC(=O)NC(Nc3cccc(C)c3)=N2)cc1 (centres undefined)	2.4	-8.2	-0.4	0.1	nt	i	2.6	0.8	-2.9
CC(=O)c1ccc(NC(=S)N2c3ccccc3CC2C)cc1 (centres undefined)	-9.2	15.0	4.4	3.3	-2.7	-0.3	0.7	-5.0	-2.9
c1ccc(-c2csc3ncnc(NCCN4CCOCC4)c23)cc1	7.2	7.1	nt	0.6	nt	-3.2	2.0	3.4	-1.5
O=C(c1ccc2c(c1)OCO2)C1CCCN(Cc2ccc(OC(F)F)cc2)C1 (centres undefined)	5.2	2.6	1.2	-0.5	1.0	-7.1	-0.3	2.4	-3.9
CC1=CC(C)(C)N2C(=O)C3(C(C#N)=C(N)Oc4cc(C)oc(=O)c43)c3cc(C)cc1c32 (centres undefined)	18.4	5.3	-1.2	-0.1	nt	-0.5	1.2	-1.0	-1.1
CCOC(=O)C1=C(O)C(=O)N(c2ccccc2)C1c1cccc([N+](=O)[O-])c1 (centres undefined)	-1.1	-6.1	3.9	-1.5	1.0	i	1.0	0.0	-0.3
Cc1cc(C)n2cc(CSc3ccc(Br)cc3)nc2n1	7.5	1.2	nt	-0.9	nt	7.4	0.6	8.0	-2.4
O=C(Nc1ccc(S(=O)(=O)NCc2ccco2)cc1)c1ccc(F)cc1	6.7	-2.7	0.3	-0.1	1.8	-0.3	3.7	3.4	0.2
COc1ccc(/C=C/C(=O)NCCOc2ccc(C)cc2)cc1	5.3	11.1	-2.0	0.9	nt	-0.6	-0.9	-10.7	-3.8
Cc1onc(-c2ccccc2)c1-c1nnc(COC(=O)c2ccc(O)cc2)o1	3.0	-1.4	0.5	2.0	3.0	i	nt	-1.1	-3.3
CCn1cc(C(=O)O)c(=O)c2cc(F)c(N3CCN(C(=S)NC(=O)c4cccc(C)c4)CC3)cc21	3.8	8.9	nt	-0.6	0.5	-0.6	2.9	5.0	-0.2
COc1ccc(N2CCN(Cc3oc(CO)cc(=O)c3O)CC2)cc1	4.1	8.0	-2.0	0.3	nt	-0.3	0.0	1.9	0.9
Cc1cc(Oc2ccc(-c3ccccc3)cc2)nc(N2CCOCC2)n1	33.6	5.3	-0.7	-0.2	nt	-5.9	2.5	2.2	0.1
CC(C)CC1NC(=O)c2cccnc2-n2c1nc1ccccc1c2=O (centres undefined)	-2.9	5.2	-0.1	nt	0.1	-0.7	nt	-1.6	-0.5
CC(C)CC(=O)Nc1nnc(SCC(=O)NC2CCCC2)s1	-0.6	8.0	-2.4	nt	-0.2	3.3	nt	4.4	0.6
CCOC(=O)Nc1cc2c(cc1C(C)=O)OCO2	2.2	-3.2	-0.9	13.9	nt	-6.2	-2.0	-1.2	-0.3
Cc1cc(C)n(CCNC(=O)[C@H]2O[C@@H](n3ccc(N)nc3=O)[C@H](O)[C@@H]2O)n1	nt	nt	-1.0	nt	1.3	nt	nt	-0.7	-3.5
CCOC(=O)Cn1nc(C)n(-c2ccc(F)cc2)c1=O	-8.2	3.1	0.3	-0.5	0.8	i	-0.6	3.3	2.9
COc1cnc(-c2ccccn2)nc1Oc1cccc(Cl)c1	20.9	1.6	1.0	-0.9	nt	-0.2	3.3	1.6	-3.8
COCCCNc1nc2ccccc2nc1NS(=O)(=O)c1ccc(Cl)cc1	8.5	4.4	-1.4	-1.7	-1.8	0.6	2.3	1.4	2.2
COC(=O)NNC(=S)Nc1ccc(Br)cc1	-2.8	-9.5	0.8	-1.3	0.4	i	-3.1	0.6	-0.1
COc1c2c(cc3ccc(=O)oc13)CCO2	5.0	17.1	5.9	-0.7	1.4	i	1.9	21.2	-2.6
NC(=O)Cn1c(=O)oc2ccccc21	0.6	2.9	0.9	1.1	0.9	i	0.6	-1.2	-1.6
CC(C)(C)NC(=O)CCCCCCCC(=O)NC(C)(C)C	1.8	-4.4	nt	-0.8	-0.2	i	-0.2	-0.8	-2.5
CCN(Cc1nc2cc(Cl)ccc2c(=O)[nH]1)C(=O)c1nn(C)c(=O)c2ccccc12	-1.6	1.4	-3.3	-0.9	0.0	i	0.7	5.0	0.4
O=C(NCc1ccccc1Cl)C1CCC(=O)N1Cc1ccc(F)cc1 (centres undefined)	-0.3	2.9	-0.6	nt	0.5	-0.2	-0.4	-0.4	-0.8
O=C(NNc1cccc(Cl)n1)Nc1ccccc1F	12.3	-4.3	nt	0.7	-0.8	i	-2.2	2.3	-3.0
CCOc1ccc(NS(=O)(=O)c2ccc(C(=O)N3CCCC(C)C3)cc2)cc1 (centres undefined)	18.9	-0.3	1.3	1.3	1.6	-0.6	0.5	-0.6	-2.1
CCC1CCCCN1CCCNC(=O)c1cc2c(=O)[nH]c3ccccc3c2n1C (centres undefined)	-9.5	-0.3	nt	-0.4	1.0	-0.2	-0.4	12.2	-3.5
CCC(C)(C)n1nnnc1CN1CCC(n2c(C)nc3cc(C(F)(F)F)ccc32)CC1	-3.0	9.0	-1.4	-0.8	nt	i	1.6	-2.1	-2.9
CCSc1nc2c(c(=O)[nH]1)C(c1cccnc1)C(C(=O)OC)=C(C)N2 (centres undefined)	4.3	9.0	0.0	-0.3	nt	1.6	1.1	10.6	-0.1
